Compound activity from PubChem BioAssay.
hERG WT inh: inhibitors of human wildtype KCNH2 potassium channel. U2OS, BacMam KCNH2, thallium flux FluxOr; active compounds read low. 0.37% of 340,000 active. activity change, % at 1.84 µM;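 active = maximum activity change below -70%; inconclusive = maximum activity change between -70% and -50%; inactive = maximum activity change above -50%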; also: % is scaled to controls: 0 for no effect and ±100 for the full control effect
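U2OS cells transduced with wild-type KCNH2 virus are loaded with FluxOr dye for 45 min, and thallium flux is measured in kinetic reads before and after stimulation buffer. Rate constants are normalized to DMSO controls.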
CXXC DNA block: blocks binding of human MLL CXXC domain to DNA. Q03164. MLL-CXXC / FITC-HOXA9 DNA fluorescence polarization. Potency, µM (titrated, usually from 115 µM), inactives show at the top dose activity change, negative = inhibition, hits mostly inhibitors. 0.037% of 290,000 active; active = well fitted inhibition curve with a large enough effect in the polarisation, with a control signal flat, not every such curve was filed as active; inconclusive = small, poorly fitted or top-dose-only effect, or effect the other way, or a change in a side signal; inactive = no such curve, though single readings can be large or run the other way; the % refers to the polarisation; also: potency is read from the fitted curve at half-maximal effect
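Steps: dispense CXXC domain solution (7 uM) → pin compounds or unlabeled HOX-A9 DNA control → 5 min ambient → add FLSN-HOX-A9 solution (50 nM) → spin → 30 min ambient → fluorescence polarization. Tris pH 7.5/NaCl/DTT/BSA buffer.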
GALK inhibitor: galactokinase (human) inhibition; P51570; Purified GALK, Kinase-Glo residual ATP luminescence; Potency, µM (top dose mostly 57.5 µM), for inactives: top-dose activity change, negative = inhibition, hits mostly inhibitors; 0.007% of 270,000 active; also: potency is read from the fitted curve at half-maximal effect; % is scaled to controls: 0 for no effect and ±100 for the full control effect
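Kinase-Glo Plus luminescence measured ATP left after a 1 h room-temperature reaction. The reaction used 5 nM GALK, 100 uM galactose and 35 uM ATP at pH 8.0 (20 mM HEPES, 5 mM MgCl2, 60 mM NaCl, 1 mM DTT, 0.01% BSA).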
S-ASM inh: inhibitors of human secretory acid sphingomyelinase. P17405. placental ASM, HMU-PC fluorogenic substrate, 60 min. Potency, µM (doses to about 57.5 µM), for the others: top-dose activity change, negative = inhibition, actives largely listed as inhibitors. 0.006% of 340,000 active. AID 504937; also: potency is read from the fitted curve at half-maximal effect
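Fluorescence read-out (Ex 386 nm, Em 447 nm) after stopping the reaction at pH 10. Enzyme: ASM from human placenta; substrate HMU-PC0, 9 uM final; 60 min, 37 °C. Compound preincubation 10 min, ambient temperature.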
FBPA coupling cs: coupling enzyme interference in Giardia aldolase counter-screen. coupling enzyme system counterscreen, AmpLite Red fluorescence. activity change, negative = inhibition, % at 58.2 µM, hits read low. 0.67% of 290,000 active. AID 2472; in the data active = activity change below about -30%; also: % is scaled to controls: 0 for no effect and ±100 for the full control effect
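First, compound is pin-transferred into glyceraldehyde-3-phosphate coupling-enzyme reagent at 57.5 uM final and held 10 min at RT. Next, substrate, coupling system and AmpLite Red are added. After 20 min RT, fluorescence (525/598 nm) is read.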
TRPV1 ag: human TRPV1 agonism; Q8NER1; TRPV1-expressing cells, Fluo-8 calcium influx, agonist mode; activation, % at 8.33 µM; 0.19% of 320,000 active; AID 540275; in the data active = activation above about 80%; inconclusive = between about 30% and that limit; also: 0% is about no effect
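TRPV1-expressing cells were cultured overnight at 35.5C and loaded with Fluo-8 calcium dye for 40 to 90 min at room temperature. After a 10 s baseline, compound was added and calcium influx was read kinetically for 3 min (ex 480/em 520 nm).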
A-T KAP1 phos: potential ataxia-telangiectasia treatments restoring KAP-1 phosphorylation | Potency, µM (doses to about 57.5 µM), for the others: top-dose activation, actives largely listed as activators | […] A-T fibroblasts, KAP-1 phosphorylation AlphaLISA; neocarzinostatin DNA damage 30 min before lysis | AID 485349 | 0.19% of 320,000 active; also: potency is read from the fitted curve at half-maximal effect; % of control where 0% means no effect; nearly all actives have a fitted effect of over 45% in size
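hTERT-immortalized A-T patient fibroblasts ([…]), 500 cells/well in OPTI-MEM, 1% FBS, got compounds for 60 min, then NCS for 30 min at 37C. Lysates were then assayed for phospho-KAP-1 by AlphaLISA (anti-pKAP1 donor, anti-KAP1 acceptor beads), 6 hr at 25C.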
a7 integrin act: integrin-mediated muscular dystrophy alleviation activation; alpha7betagal myoblasts, beta-gal FDG fluorescence, 48 h; Potency, µM (top dose mostly 38.3 µM), inactives show at the top dose activation, most hits filed as activators; 0.064% of 350,000 active; AID 624291;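 also: potency is read from the fitted curve at half-maximal effect; 100% = response of the positive control SU9516; nearly all actives have a fitted effect of over 60% in size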
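Alpha7betagal+/- myoblasts (passage 13) were plated 16-24 hr, then exposed to compounds (1:260 dilution of DMSO stock) for 48 hours at 37C. After MPER lysis, β-galactosidase reporter activity was read as FDG fluorescence (ex 480/em 540) after 30 minutes.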
KCNH2 3.1 block: blocks the human KCNH2 3.1 channel isoform | U2OS KCNH2 3.1, thallium flux FluxOr; active compounds read low | AID 720553 | activity change, % (tested at about 1.8 µM) | 0.95% of 340,000 active;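 active = maximum activity change below -70%; inconclusive = maximum activity change from -70% to -50%; inactive = maximum activity change above -50%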;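 also: thallium influx rate constant from kinetic fluorescence after stimulation buffer; % is scaled to controls: 0 for no effect and ±100 for the full control effect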
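Virally transduced U2OS (3.1 isoform, 4 h infection in dark at RT) → overnight 37 C → FluxOr + Red40 in HBSS/HEPES, 45 min → stimulation buffer, 2 min kinetic read → rate constant vs DMSO controls.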
MBNL1-CUG inh: blocks human MBNL1 binding to CUG repeat RNA; Q9NR56; TR-FRET MBNL1-His/biotin-(CUG)12 binding, 665/545 ratio; Potency, µM (highest dose often 57.5 µM), for the others: at the highest dose activity change, negative = inhibition, usual class: inhibitors; 0.036% of 280,000 active; active = well fitted inhibition curve with a large enough effect in the signal ratio, with a control signal flat, not every such curve was filed as active; inconclusive = small, poorly fitted or top-dose-only effect, or effect the other way, or a change in a side signal; inactive = no such curve, though single readings can be large or run the other way; the % refers to the signal ratio; also: potency is read from the fitted curve at half-maximal effect; % is scaled to controls: 0 for no effect and ±100 for the full control effect
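Inhibition of protein-RNA binding appears as loss of TR-FRET between terbium anti-His antibody on MBNL1-His and streptavidin-XL665 on biotin-(CUG)12. Activity is normalized to buffer-only and uninhibited-complex controls.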
The depositor's hits bear a star; ? = inconclusive; . = no result given; [ ] = remark or other dose. Unless noted, calls follow the shape of the dose curve; as a rule, active = well fitted curve in the direction sought with a large enough effect; inconclusive = small, poorly fitted or top-dose-only effect, or another doubt; inactive = no such curve, though single readings can be large; an effect the other way counts as inactive or inconclusive.

SMILES	hERG WT inh	CXXC DNA block	GALK inhibitor	S-ASM inh	FBPA coupling cs	TRPV1 ag	A-T KAP1 phos	a7 integrin act	KCNH2 3.1 block	MBNL1-CUG inh
CC(C)(C)c1ccc(/C=C/C(=O)Nc2cccnc2)cc1	-10	-5%	0%	6%	3	101*	-18%	-9%	10	10%
CC(N=c1ccccn1C(=O)Nc1ccc(F)cc1)c1ccco1 (configuration not stated)	-11	2%	4%	0%	-2	25	1%	-11%	5	1%
CN(CCc1nc2ccccc2[nH]1)Cc1nc(CC2CC2)no1	-2	-4%	-3%	2%	3	2	7%[11.5 µM]	-9%	-4	3%
COc1ccc(N2CCN(CC(=O)c3c(C)n(C)c4ccc(OC)cc34)CC2)cc1	8	-1%	-1%	0%	0	-1	-11%	4%	-3	1%
O=C(NCC(=O)N1CCN(c2cccc(Cl)c2)CC1)c1ccc(Br)o1	2	.	.	.	.	8	-2%	0%	-8	.
C=C(C)Cc1c(C)c(C#N)c2nc3ccccc3n2c1N1CCCCC1	1	19%	-2%	9%	2	3	4%	-5%	12	-7%
COc1ccc([C@H]2CC(=O)C=C(c3cccc(C#N)c3)C2)cc1	11	.	.	11%	.	24	16%	12%	9	.
C=CCn1c(-c2ccc(Cl)cc2)cnc1SC(C)C(N)=O (configuration not stated)	11	1%	-1%	9%	-1	-2	2%	-15%	-29	5%
CCC(=O)Nc1ccc(N2CCCCC2)cc1	-19	-6%	-2%	7%	-4	1	8%	30%	6	-2%
O=C(CCc1c[nH]c2ccccc12)N/N=C/c1ccc2c(c1)OCO2	2	-24%	1%	-1%	-1	0	0%	0%	0	5%
COC(=O)c1cn(NC(=O)Cc2ccc(Cl)c(Cl)c2)c(=O)c2ccccc12	38	10%	.	30%	2	19	6%	25%	17	3%
CCOC(=O)Cn1cc(C(=O)C(C)(C)C)c2ccccc21	-15	1%	2%	7%	3	1	2%[11.5 µM]	2%	3	-4%
CCOC(=O)CN(C(=O)CSc1nnc(CNc2ccc(F)cc2)o1)c1ccccc1	1	-1%	-5%	2%	0	-3	3%	7%	-1	5%
CCOc1ccc(NC(=O)CC2SC(=O)N(c3ccccc3)C2=O)cc1 (configuration not stated)	-1	7%	3%	-3%	0	7	-5%	?	-5	28%
COc1cc(C(=O)Nc2cc(-c3cn4cccnc4n3)ccc2C)cc(OC)c1OC	47	0%	0%	.	3	-3	-4%	-10%	7	.
CS(=O)(=O)N(CC(=O)Nc1ccc(S(=O)(=O)N2CCCC2)cc1)c1ccccc1	-13	-11%	9%	-1%	0	-3	-2%	10%	1	-3%
COc1cc(NC(=S)NNC(=O)C(C)(C)O)cc(OC)c1	6	-7%	1%	4%	0	-1	1%	-9%	6	-6%
Cc1ccc(-n2nc3c(c2NC(=O)C(C)C)CS(=O)(=O)C3)cc1	-35	2%	-2%	3%	-1	2	-2%	27%	2	0%
Cc1nc2nc(NCc3cccs3)nn2c(C)c1Cl	-4	-10%	1%	10%	-3	-2	-2%	-6%	-4	-3%
Cc1ccc(C)c(S(=O)(=O)C(C#N)c2nc3ccccc3nc2N2CCCC2)c1 (configuration not stated)	-31	8%	1%	4%	-36*	5	1%	-5%	0	?
NC(=O)c1c(NC(=O)COC(=O)c2ccc(S(=O)(=O)Nc3ccccc3)cc2)sc2c1CCCC2	-18	37%[activator]	1%	4%	5	9	0%	21%	-23	0%
CCCC(=O)NCn1nnc(-c2ccc(Cl)cc2)n1	0	0%	0%	0%	3	4	-2%	0%	17	4%
CC1=C(C)CC(C(=O)NCc2ccccn2)C(C(=O)O)C1 (configuration not stated)	-3	-10%	-2%	3%	-2	2	1%	?	2	6%
COc1ccc(CNC(=O)C(C)n2ccc3cc(S(=O)(=O)N4CCCCCC4)ccc32)cc1 (configuration not stated)	-2	32%[activator]	7%	-2%	-1	4	2%	?	-14	6%
CCOC(=O)/C=c1\s/c(=C\c2ccc3c(c2)OCCO3)c(=O)n1CC(=O)NCC1CCCO1 (configuration not stated)	-19	20%	1%	40%[activator]	1	8	-4%	3%	2	?
CCN(CC)c1ccc(C(=O)NNC(=O)CCNC(=O)c2ccccc2)cc1	-4	.	.	3%	.	-4	-11%	3%	2	.
CCn1cc(CN2CCC(n3nccc3NC(=O)CCOc3ccccc3)CC2)cn1	6	13%	-9%	-1%	.	-6	12%	6%	-12	-6%
CCn1c(SCC(=O)NCC2CCCO2)nnc1-c1ccccc1OC (configuration not stated)	0	.	.	0%	.	-1	-9%	21%	12	.
CCN(CC)C(=O)CNC(=S)N(CCCN1CCOCC1)Cc1cccs1	3	3%	-1%	-2%	-3	3	-3%	-2%	10	-7%
CCOC(=O)C1CCN(S(=O)(=O)c2cn(C)cn2)CC1	7	13%	5%	2%	.	-3	1%	10%	7	4%
CS(=O)(=O)c1cccc(C(=O)Nc2nnc(C3=COCCO3)o2)c1	7	.	.	-3%	.	-6	-5%	25%	-1	.
O=C(NCc1ccco1)C1CCCCC1	-2	13%	8%	0%	3	-1	-1%	26%	7	-6%
COc1cccc(C2SCC(=O)N2c2cccc(C)c2)c1OC (configuration not stated)	-7	5%	2%	.	-1	1	-3%	-7%	7	.
COC(=O)C1(NC(=O)CNC(=O)OCc2ccccc2)CCCC1	4	.	.	-2%	.	.	.	4%	-4	.
N=c1c(C(=O)NCCN2CCOCC2)cc2c(=O)n3ccccc3nc2n1CCCN1CCOCC1	-16	6%	16%	199%[activator]	0	0	-5%	29%	-8	?
CCCNC(=O)C1(CC2CC(c3ccccc3)=NO2)CCN(C(=O)OC(C)(C)C)CC1 (configuration not stated)	-5	.	.	-2%	.	.	.	-20%	-1	.
CCC(=O)N1CCN(c2ccc(Cl)cc2NC(=O)c2cccc([N+](=O)[O-])c2)CC1	3	-3%	1%	-2%	-6	-1	2%	0%	-19	-3%
O=S(=O)(c1ccccc1)N1CCN(CC(O)COc2ccc3c(c2)CCC3)CC1 (configuration not stated)	12	6%	2%	-4%	-1	-2	.	-37%[inhibitor]	-19	-9%
CCCCc1ccc(/C=C(\C#N)C(N)=S)s1	-1	-13%	-2%	-13%	-1	7	1%	8%	0	?
Cc1ccc(S(=O)(=O)n2ccc(OC(=O)c3cccs3)n2)cc1	7	204%[activator]	-7%	-3%	2	3	-4%	-4%	7	-19%
COC(=O)c1c(NC(=O)Cc2ccccc2)sc2c1CC(C)(C)NC2(C)C	4	25%	.	-8%	1	-2	6%	-1%	-2	-2%
Cc1cccc(N2CCN(C3=NC(=O)C(=C4CCCCC4)S3)CC2)c1	0	-4%	5%	-6%	0	?	9%	1%	.	-1%
CC(C)(C)c1ccc(OCCNC(=O)c2ncn[nH]2)cc1	6	15%	0%	-1%	-7	6	-4%	-10%	12	5%
CCOC(=O)C1=C(COC(=O)COc2cc(C)ccc2C)NC(=O)NC1C (configuration not stated)	-3	.	.	.	.	16	4%	0%	7	.
CCn1cc(C(=O)NC2CCC(C)CC2)c(=O)c2cc(S(=O)(=O)N3CCCCC3)ccc21 (configuration not stated)	.	-4%	2%	.	-4	-4	.	.	.	8%

Full records as entered above. Order of values: hERG WT inh	CXXC DNA block	GALK inhibitor	S-ASM inh	FBPA coupling cs	TRPV1 ag	A-T KAP1 phos	a7 integrin act	KCNH2 3.1 block	MBNL1-CUG inh
CCCNC(=O)C1(CC2CC(c3ccccc3)=NO2)CCN(C(=O)OC(C)(C)C)CC1 (configuration not stated) is entered as -5	.	.	-2%	.	.	.	-20%	-1	.
COC(=O)C1(NC(=O)CNC(=O)OCc2ccccc2)CCCC1 is entered as 4	.	.	-2%	.	.	.	4%	-4	.
CCOC(=O)C1=C(COC(=O)COc2cc(C)ccc2C)NC(=O)NC1C (configuration not stated) is entered as -3	.	.	.	.	16	4%	0%	7	.
O=S(=O)(c1ccccc1)N1CCN(CC(O)COc2ccc3c(c2)CCC3)CC1 (configuration not stated) is entered as 12	6%	2%	-4%	-1	-2	.	-37%[inhibitor]	-19	-9%
CCn1cc(CN2CCC(n3nccc3NC(=O)CCOc3ccccc3)CC2)cn1 is entered as 6	13%	-9%	-1%	.	-6	12%	6%	-12	-6%
